Source: PubChem BioAssay
HSF1 activator – increases HSF-1 driven luciferase reporter signal. NIH3T3-HGL HSF-1 luciferase reporter, MG132, 8 h; 100% = twice DMSO control signal. 1.7% of 300,000 active. activation, % at 9 µM. AID 504408;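 active = mean replicate activation of at least 50% with a set share of replicates each reaching 50%; inconclusive = only one of those two conditions met; inactive = mean below 50% and too few replicates reaching it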;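 also: 0% = median of the neutral control wells and 100% = twice that signal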
aSyn 5UTR inh – MLPCN primary screen, SNCA 5' untranslated region; alpha-synuclein 5'UTR reporter, inhibitor activity; inhibition, % (tested at 7.5 µM); 0.82% of 300,000 active; in the data active = inhibition above about 60%; inconclusive = no clear call, values can overlap the other calls;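 also: H4 neuroglioblastoma cells stably carrying SNCA 5'UTR luciferase fusion; 0% = DMSO wells and 100% = positive control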
KLF5 inh – suppresses KLF5 promoter-driven expression; DLD-1 KLF5 promoter-luciferase reporter, luminescence; inhibition, % at 5 µM; 0.23% of 290,000 active;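 active = inhibition above a per-plate limit of that plate's mean compound inhibition plus 3 SD, cut at about 60% in these data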;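 also: 0% = DMSO wells and 100% = LY294002 at 200 µM; higher means less KLF5 promoter-driven luciferase light; inactives centre near -14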
SKKanGAS inh – SKKanGAS growth inhibition; S. pyogenes SKKanGAS, kanamycin growth, BacTiter-Glo, 6 h; inhibition, % at 7.5 µM; 1.3% of 300,000 active; AID 1662;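 active = mean replicate score, as percent of positive control median, at least 50; inconclusive = mean below 50 but one replicate at or above 50; inactive = mean and every replicate below 50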;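 also: strain carries kanamycin resistance gene driven by streptokinase promoter and grows in 40 µg/ml kanamycin; loss of luminescence reflects streptokinase promoter inhibition or plain growth inhibition; 0% = median of DMSO wells and 100% = positive control at its reference dose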
HSP90 inh – HSP90 refolding inhibition in rabbit reticulocyte lysate; luciferase refolding luminescence, 3 h; inhibition, % at 5.6 µM; 0.91% of 290,000 active; AID 1789;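 active = inhibition above the screen-wide mean plus 3 SD, computed separately per campaign, cut at about 16% in these data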;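 also: 0% = DMSO wells and 100% = 60 µM geldanamycin wells; inhibitors lower the luminescence because luciferase stays unfolded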
IEC-6 tox – kills IEC-6 intestinal cells in KLF5 counter-screen; IEC-6 cytotoxicity, luminescence viability; inhibition, % at 5 µM; 0.78% of 290,000 active; in the data active = inhibition above about 22%;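 also: 0% = plate median of test compound wells and 100% = cytotoxic reference compound wells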
HSF1 inhib – HSF1 inhibition; 0.77% of 300,000 active; NIH3T3-HGL HSE-luciferase, MG132-induced, luminescence 8 h; hits give low values; activity change, negative = inhibition, % at 7.5 µM (by protocol);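 active = more than half of replicate wells show activity change below -50%, luminescence cut by over half; inconclusive = some wells, but at most half, below -50%; inactive = no replicate well below -50%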;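 also: luciferase reports HSF-1 transcriptional activity via heat shock element; 0% = median of DMSO wells and -100% = zero luminescence signal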
Platelet DG rel – modulates dense granule release in human platelets; human platelet-rich plasma, SFLLRN dense granule ATP release, luminescence; inhibition, %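 (compounds screened at 7.5 µM in platelet-rich plasma)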; 0.22% of 300,000 active; AID 1663;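 active = mean replicate score, as percent of positive control, at or above 50; inconclusive = mean below 50 but at least one replicate at or above 50; inactive = mean and every replicate below 50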
AI-2 QS modul – Vibrio harveyi AI-2 quorum sensing modulation | Vibrio harveyi JMH597 AI-2 luminescence/OD600 ratio, 9 h; hits give low values; strain lacks LuxN and CqsS sensors; 0 = neutral-control median | activity change, % at 7.5 µM | 0.4% of 300,000 active | AID 2094; in the data active = activity change below about -75%, passing the limit was not always enough; inconclusive = no clear call, values can overlap the other calls;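 also: luminescence divided by OD600 gain over 9 h not by final OD600 alone; inactives centre near 13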
HIF activator – HIF pathway transcriptional activation | U2OS HRE-luciferase reporter, luminescence; normalized: DMSO 0%, desferrioxamine 100% | activation, % at 7.5 µM (by protocol) | 0.32% of 300,000 active;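 active = mean activation of at least 10% of the iron chelator positive control signal, with at least half of replicates also reaching 10%; inconclusive = mean and replicate majority disagree about reaching 10%; inactive = mean and most replicates under 10%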
An asterisk follows results filed as active; ? = inconclusive; · = not tested or not shown. Compounds as they come. About 6% of those tested had a hit in this group.

SMILES	HSF1 activator	aSyn 5UTR inh	KLF5 inh	SKKanGAS inh	HSP90 inh	IEC-6 tox	HSF1 inhib	Platelet DG rel	AI-2 QS modul	HIF activator
CCN(CC)c1ccc(NC(=O)C2CCCN(S(=O)(=O)c3cccnc3)C2)c(C)c1 (centres undefined)	7	-10	-14	-3	2	2	1	-2	15	0.1
CC(C)c1ccccc1-n1c(-c2cccnc2)n[nH]c1=S	-71	-9	-9	3	-2	-8	-65*	14	14	0.1
Cc1ccccc1NC(=O)c1[nH]cnc1C(=O)NN	10	-5	-32	-3	-3	6	-1	-8	22	-2.9
Nc1c(S(=O)(=O)c2ccccc2)c2nc3ccccc3nc2n1/N=C/c1ccco1	8	-4	-23	35	-3	0	13	-7	15	-0.4
O=C1C2C(c3ccccc3)CC=CC2[C@H](c2ccoc2)N1Cc1ccccc1 (some centres undefined)	-4	-13	·	13	·	·	13	-2	7	-0.5
COc1ccc(CCNC(=O)CSc2ccc3nnc(CCNC(=O)c4ccccc4)n3n2)cc1OC	-6	-3	-3	7	-5	-2	3	4	21	-0.2
COc1cc(NC(=O)/C=C/c2ccccc2)c(C(=O)O)cc1OC	-11	-15	-15	-2	0	-6	-1	-1	28	0.3
O=C(Nc1nnc(-c2cccnc2)o1)c1cccc(Cl)c1	3	4	-6	79*	-2	2	1	6	?	-0.2
NC(CCCCc1ccccc1)c1cccc2ccccc12 (centres undefined)	9	55	·	14	·	·	5	50*	30	-2.1
COc1ccc(C2(C(=O)Nc3ccc(C)cc3)CCOCC2)cc1	-5	13	-14	-9	1	6	-6	-6	40	-0.5
O=C(CN1C(=O)NC2(CCCC2)C1=O)NNC(=O)c1ccc(Br)cc1	10	-16	·	-2	·	·	-1	2	13	-2.7
CC(C(=O)Nc1ccc(S(=O)(=O)N2CCCCC2)cc1)N1CCN(c2ccccn2)CC1 (centres undefined)	-3	-20	-1	5	-2	-4	0	1	8	0.1
COc1ccc(NC(=O)N2CCCC2C(=O)Nc2ccc(C)c(Cl)c2)cc1 (centres undefined)	-11	24	4	-1	2	-1	-12	3	1	-0.5
C/C(=N\NC(=O)c1ccc2c(c1)OCCO2)c1ccccc1	-52	73*	-37	-3	-2	31*	-39	71*	18	0.9
O=C(Nc1nc2ccccc2s1)c1cccc(N2C(=O)CCC2=O)c1	10	-82	-51	1	-4	-4	6	8	16	2.1
Nn1c(CN2CCCCC2)nc2ccccc2c1=O	-1	2	-9	-4	5	2	4	2	10	-0.1
CCOC(=O)c1c(CC(C)C)csc1NC(=O)COC(=O)C1=NNC(=O)CC1	-5	15	·	-9	·	·	-8	0	0	0.5
O=C(O)c1cccc(NC(=O)C2CCCO2)c1 (centres undefined)	-25	-16	-17	-10	2	-1	-7	3	9	-0.1
COc1ccc(NC(=O)C2CCC(=O)N2S(=O)(=O)c2ccc(C)cc2)cc1Cl (centres undefined)	5	-19	-4	4	2	8	-2	4	-6	-0.1
COc1ccc(OC)c(N=C2C(=O)Nc3ccccc32)c1	·	-13	-27	·	13	10	·	0	32	-0.6
C/C(=N/NC(=O)c1cccs1)c1cccc(N)c1	43	-86	-17	10	1	8	32	-1	16	4.1
COc1ccc(S(=O)(=O)Nc2cc3[nH]c(=O)oc3cc2C)cc1	-7	6	-3	-2	-2	8	-8	8	5	-1.1
COCCn1c(-c2ccc(Cl)cc2)nc2oc3cc(OC)ccc3c(=O)c2c1=O	-2	25	-18	-2	-3	-8	1	-8	25	-0.5
C=CCNC(=O)c1ccc2nc(-c3ccccc3)c(-c3ccccc3)nc2c1	-7	3	-14	-13	2	2	3	0	16	0.2
O=[N+]([O-])c1ccccc1/C=C/C=N/Nc1ccc(S(=O)(=O)Nc2ccc(Cl)cc2)cc1[N+](=O)[O-]	32	-4	13	18	0	-5	8	-7	22	-0.9
O=C(CN(C(=O)c1csnn1)c1cccc(Cl)c1)NCCc1ccccc1	-2	2	-10	-9	-3	3	-4	10	-6	0.2
CCOC(=O)CSc1nc(C)nc2c1sc1nc(C)c(C(C)=O)c(-c3ccc(OC)cc3)c12	19	38	-19	6	-7	-5	-4	8	20	0.3
O=S(=O)(c1cccs1)N1CCN(Cc2cccc(F)c2)CC1	-3	2	-16	0	-4	2	-2	0	-1	0.2
Cc1nc(-c2ccccc2)sc1C(N)=O	9	-36	-30	-1	2	-2	5	-1	9	0.0
Cc1ccc(NC(=O)C(=S)NCc2ccco2)cc1	24	-135	-9	-4	-4	0	21	3	7	2.0

Ten entries out of the list, ordered by heavy-atom count, rising.
SMILES	HSF1 activator	aSyn 5UTR inh	KLF5 inh	SKKanGAS inh	HSP90 inh	IEC-6 tox	HSF1 inhib	Platelet DG rel	AI-2 QS modul	HIF activator
Cc1nc(-c2ccccc2)sc1C(N)=O	9	-36	-30	-1	2	-2	5	-1	9	0.0
O=C(O)c1cccc(NC(=O)C2CCCO2)c1 (centres undefined)	-25	-16	-17	-10	2	-1	-7	3	9	-0.1
C/C(=N/NC(=O)c1cccs1)c1cccc(N)c1	43	-86	-17	10	1	8	32	-1	16	4.1
Cc1ccc(NC(=O)C(=S)NCc2ccco2)cc1	24	-135	-9	-4	-4	0	21	3	7	2.0
O=S(=O)(c1cccs1)N1CCN(Cc2cccc(F)c2)CC1	-3	2	-16	0	-4	2	-2	0	-1	0.2
COc1ccc(S(=O)(=O)Nc2cc3[nH]c(=O)oc3cc2C)cc1	-7	6	-3	-2	-2	8	-8	8	5	-1.1
COc1ccc(NC(=O)C2CCC(=O)N2S(=O)(=O)c2ccc(C)cc2)cc1Cl (centres undefined)	5	-19	-4	4	2	8	-2	4	-6	-0.1
COCCn1c(-c2ccc(Cl)cc2)nc2oc3cc(OC)ccc3c(=O)c2c1=O	-2	25	-18	-2	-3	-8	1	-8	25	-0.5
CCOC(=O)CSc1nc(C)nc2c1sc1nc(C)c(C(C)=O)c(-c3ccc(OC)cc3)c12	19	38	-19	6	-7	-5	-4	8	20	0.3
O=[N+]([O-])c1ccccc1/C=C/C=N/Nc1ccc(S(=O)(=O)Nc2ccc(Cl)cc2)cc1[N+](=O)[O-]	32	-4	13	18	0	-5	8	-7	22	-0.9

(next part)
SMILES	HSF1 activator	aSyn 5UTR inh	KLF5 inh	SKKanGAS inh	HSP90 inh	IEC-6 tox	HSF1 inhib	Platelet DG rel	AI-2 QS modul	HIF activator
O=C(NCCc1ccccc1)C(=O)N/N=C/c1ccccc1C(F)(F)F	-18	19	-10	0	0	2	-2	11	18	-0.1
N=C1/C(=C/c2ccco2)C(=O)N=C2SC(CC(=O)N3CCCC3)=NN12	17	-10	-16	3	-4	-8	-2	-7	18	0.4
COc1ccccc1NC(=O)CNC(=O)c1ccc([N+](=O)[O-])cc1	4	12	-32	-4	0	-2	0	-1	37	0.1
CS(=O)(=O)N1N=C(c2ccc3nccnc3c2)CC1c1ccccc1 (centres undefined)	-5	-79	-5	-7	1	1	2	-11	14	1.0
COc1ccc(-c2cc(C(F)F)n3ncc(C(=O)N4CCN5CCCC5C4)c3n2)cc1 (centres undefined)	-7	30	-5	2	-3	13	-2	0	19	0.2
O=C(Nc1ccccc1)N1CCc2ccccc2C1	-6	-126	-27	0	1	9	17	-1	31	3.5
COc1ccc2c(C)cc(SCC(=O)Nc3ncc(Cl)cc3Cl)nc2c1	-27	27	3	2	0	5	-11	13	3	-0.4
COc1ccc(N)cc1S(=O)(=O)Nc1ccccc1Cl	12	7	5	-10	6	-2	0	-15	21	-0.3
COc1cc(/C=N/N=C2/SCC(=O)N2c2ccc(O)cc2)ccc1O	·	-12	-1	-9	-2	2	·	4	12	-0.3
Fc1ccc(CSc2ncnc3sc4c(c23)CCCC4)cc1	10	36	-27	77*	-2	-4	-4	-3	9	-0.2
O=C(Nc1sc2c(c1C(=O)O)CCCCC2)c1cccs1	27	-80	-36	16	2	5	4	7	54	2.7
Cc1cc(C(=O)Nc2ccc(Cl)cc2)c(C)n1-c1ccccc1	-92	87*	74*	12	81*	4	-90*	19	13	-3.9
COc1ccc(NC(=O)Cn2nnc(C(=O)NCCc3ccccc3)c2N)c(OC)c1	0	31	-5	3	-4	-3	-3	-2	18	0.0
COc1ccccc1/C=C/c1nc(S(=O)(=O)c2ccccc2)c(N(C)C)o1	11	-8	11	-3	-1	-6	-3	-4	17	0.6
CCC1CN(C(=O)N2CCC(C(=O)NCc3ccc(C)o3)CC2)c2cc(C)ccc2O1 (centres undefined)	27	-1	-14	0	-1	4	4	1	-2	-0.4
COc1ccccc1N1CCN(C(=O)c2cccc(C(=O)N3CCN(c4ccccc4OC)CC3)c2)CC1	-7	1	0	7	0	1	2	6	·	-0.5
COc1ccccc1C(=O)Nc1ccc(S(=O)(=O)Nc2cc(C)on2)cc1	27	10	-32	3	-1	0	6	-1	26	-0.2
CCN(CC(=O)Nc1c(F)cccc1F)C(=O)c1ccc(N2CCOCC2)c([N+](=O)[O-])c1	29	7	·	-3	·	·	6	-24	·	-0.2
CCOc1ccc(Cl)cc1CNc1nnnn1C	16	-12	-19	-16	0	0	-8	2	-6	0.0
Cc1ccc(CNC(=O)COC(=O)c2cncc(Br)c2)cc1	-6	-1	-13	-2	-4	1	-1	0	16	0.1
Cc1ccc2c(Cl)cc(Cl)c(OCC(=O)Nc3cccc(S(N)(=O)=O)c3)c2n1	19	10	5	1	-1	9	10	-7	37	-0.9
O=C(CSc1nnc(COc2ccccc2)o1)NCCc1ccccc1	14	-17	-5	-6	-3	-6	2	2	10	-0.1
COc1ccc2nc(NC(=O)c3ccc(Br)s3)sc2c1	25	-209	-86	38	2	5	15	-1	5	4.1
CCOC(=O)c1cc(Br)c(=O)n2ccccc12	-25	11	-37	2	-1	-6	-9	1	-2	-0.5
CCc1c(C)sc(NC(=O)c2cc(C(C)C)on2)c1C#N	2	-49	-6	2	-2	0	2	1	1	0.4
Cc1c(C(C)(C)O)[nH]c2ccc(C#N)cc12	3	-1	-43	-3	1	1	-2	-3	14	1.1
COc1ccc(C(OC(=O)c2ccco2)C(=O)NC(C)(C)C)cc1 (centres undefined)	-8	20	1	-1	-1	0	-4	0	29	-2.0
CCOC(=O)Nc1ccc2c(c1)N(C(=O)CN1CCN3CCCC3C1)c1ccccc1CC2 (centres undefined)	3	-30	-10	-5	-5	4	11	-2	24	0.4
O=C(NC(=S)Nc1ccc(Br)cc1)C1CCC1	3	-95	-48	-3	2	5	10	-4	16	0.9
